# CHRM1 agonist – agonists of human M1 muscarinic receptor | P11229 | CHO-K1 hM1, Fluo-8 calcium fluorescence, agonist mode; 0% DMSO, 100% acetylcholine EC100 | activation, % at 3 µM | hit rate 0.33% among 360,000 | AID 588814;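 active means activation above the run's mean compound activation plus 3 SD, cut at about 16% in these data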;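 further: peak over basal fluorescence ratio within a 140 s kinetic read after compound addition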
# CHRM1 antagonist – antagonists of human M1 muscarinic receptor | P11229 | CHO-K1 hM1, Fluo-8 calcium fluorescence, ACh EC80 antagonist | inhibition, % at 3 µM | hit rate 1.3% among 360,000 | AID 588852;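 active means percent inhibition above its own plate's cutoff, namely the mean of that plate's compound wells plus 3 SD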;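 further: peak over basal fluorescence ratio during 140 s after agonist addition; 0% = ACh EC80 plus DMSO and 100% = DMSO alone without agonist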
# OXTR ag – agonists of human oxytocin receptor; P30559; CHO-OTR cells, Fluo-8 calcium fluorescence; normalized: DMSO 0%, oxytocin 100%; activation, % at 3 µM; hit rate 0.32% among 320,000;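 active means activation above the mean of all tested compounds plus 3 SD, cutoff set per screening run, cut at about 20% in these data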;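 further: peak over basal fluorescence ratio from a 100 s FLIPR kinetic read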
# Target sequence (P30559 whole entry, looked up): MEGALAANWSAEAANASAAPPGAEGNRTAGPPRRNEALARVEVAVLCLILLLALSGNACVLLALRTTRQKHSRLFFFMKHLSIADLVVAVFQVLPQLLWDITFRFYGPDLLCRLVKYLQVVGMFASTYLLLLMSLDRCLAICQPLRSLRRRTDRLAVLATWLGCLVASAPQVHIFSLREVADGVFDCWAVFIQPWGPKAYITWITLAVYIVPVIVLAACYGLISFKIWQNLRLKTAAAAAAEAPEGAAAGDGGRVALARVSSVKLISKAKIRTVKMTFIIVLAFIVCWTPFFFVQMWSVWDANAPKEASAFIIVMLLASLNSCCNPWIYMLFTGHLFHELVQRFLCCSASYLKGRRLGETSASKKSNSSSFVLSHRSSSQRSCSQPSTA
# CHO parental Ca – signal in parental CHO cells, OX1R antagonist counter-screen; inhibition, % at 5.6 µM; parental CHO-K1, ATP-induced calcium, Fluo-8 fluorescence; hit rate 0.63% among 330,000;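 active means inhibition above that plate's mean sample inhibition plus 3 SD, cut at about 26% in these data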;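 further: 0% = ATP-challenged DMSO wells and 100% = DMSO wells without ATP; some compounds past the cut are filed as inactive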
#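 Test system: untransfected parental CHO cell line; also added: ATP stimulus; dosing: 5.6 µM, single dose; signal: calcium-sensitive Fluo-8 fluorescence; measure: percent inhibition of ATP-evoked calcium rise, normalized to controls; benchmarks: low control ATP plus DMSO, high control DMSO only; replication: one well per compound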
# OXTR potentiate – potentiates the human oxytocin receptor response. hit rate 0.061% among 320,000. P30559. CHO-OTR cells, Fluo-8 calcium fluorescence, potentiator mode; 0% = oxytocin EC15, 100% = EC100. AID 2445. activation, % at 3 µM;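 active means activation above that plate's cutoff, the mean activation of tested compounds plus 3 SD, cut at about 6.6% in these data, passing the limit was not always enough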;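 further: 100% uses oxytocin at 75 nM as the full agonist control; some results filed as inactive read as strong as hits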
#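 Replication – single well per compound, singlicate · Assay system – CHO cell line stably expressing human OTR · Timing – 6 min pre-incubation, 100 s read · Measure – normalized max/min fluorescence ratio, % activation · Doses – 3.0 µM, one dose · Detection – Fluo-8 calcium dye fluorescence · Probe or stimulus – oxytocin near EC15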
# V1R ag counter – activates human V1a receptor in oxytocin agonist counter-screen; P37288; activation, % at 3 µM; hit rate 0.25% among 320,000; CHO-V1R cells, Fluo-8 calcium fluorescence, agonist mode; 0% DMSO, 100% 3 nM vasopressin;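 active means activation above the mean activation of all tested compounds plus 3 SD, per screening run, cut at about 20% in these data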;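 further: signal is peak over basal fluorescence ratio across a 100 second FLIPR read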
# CHRM1 PAM – human CHRM1 positive allosteric modulation; P11229; CHO-K1 hM1, Fluo-8 calcium fluorescence, ACh EC20; 0% = ACh EC20, 100% = maximal ACh; activation, % at 3 µM; hit rate 0.088% among 360,000; in the data active means activation above about 19%, passing the limit was not always enough
# TAAR1 agonist – agonists of human TAAR1; Q96RJ0; CHO RD-HGA16 TAAR1, Fluo-8 calcium fluorescence; vehicle wells 0%, saturating PEA agonist 100%; activation, % at 3 µM; hit rate 0.99% among 360,000; AID 624467;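 active means activation above the mean activation of all test compounds in the run plus 3 SD, cut at about 38% in these data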
# Target sequence (Q96RJ0 whole entry, looked up): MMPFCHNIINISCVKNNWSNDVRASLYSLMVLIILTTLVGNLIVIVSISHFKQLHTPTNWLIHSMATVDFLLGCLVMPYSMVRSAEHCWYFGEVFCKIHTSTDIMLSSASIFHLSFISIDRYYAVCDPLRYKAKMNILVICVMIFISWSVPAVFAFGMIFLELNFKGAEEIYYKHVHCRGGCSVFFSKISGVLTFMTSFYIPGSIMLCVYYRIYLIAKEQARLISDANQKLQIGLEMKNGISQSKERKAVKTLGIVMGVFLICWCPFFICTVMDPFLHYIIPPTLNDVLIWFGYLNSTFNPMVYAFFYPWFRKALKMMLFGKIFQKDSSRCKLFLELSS
#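 System: CHO RD-HGA16 cells carrying human TAAR1 plus Gα16; Incubation: 17-24 h seeding, 75 min 37 °C dye, 30 min RT; Measured by: Fluo-8 fluorescence, 5 s baseline then 140 s kinetic read; Control set: DMSO and PEA EC100; Replication: single well for each compound.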
# TAAR1 antag – human TAAR1 antagonism; Q96RJ0; CHO RD-HGA16 TAAR1, Fluo-8 calcium fluorescence, antagonist; inhibition, % at 3 µM; hit rate 1.5% among 360,000;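 active means inhibition above a per-plate cutoff, the mean inhibition of test compounds on that plate plus 3 SD, cut at about 49% in these data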;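 further: 0% = DMSO plus EC80 beta-PEA response and 100% = DMSO alone without agonist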
#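 Material: RD-HGA16 CHO cells with stable hTAAR1 and Gα16; Dosing: single nominal final test compound concentration of 3 µM; Schedule: seeding 17-24 h prior, 75-min 37 °C, 30-min RT dye loading; Detection: kinetic Fluo-8 calcium fluorescence measurement; Measure: % inhibition from peak post-agonist over basal fluorescence ratio; Benchmarks: vehicle and agonist controls.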
# Starred values were filed as active, the others as inactive; . = not tested or not shown.
SMILES,CHRM1 agonist,CHRM1 antagonist,OXTR ag,CHO parental Ca,OXTR potentiate,V1R ag counter,CHRM1 PAM,TAAR1 agonist,TAAR1 antag
CC(NC(=O)c1cc2ccccc2oc1=O)c1ccc(O)cc1 (stereo not drawn),3,-8,9.1,-6,-7,4.1,0,4,2
COc1ccc(-c2csc(NCc3ccco3)n2)cc1,-3,1,-1.4,-11,-12,-1.0,4,4,7
CCN(CC)CCN(C(=O)c1ccc(C(=O)c2ccccc2)cc1)c1nc2cc3c(cc2s1)OCO3,-6,-7,-1.3,-11,-4,2.5,1,-1,-30
COc1cccc(C(=O)Oc2ccc(N3C(=O)CCC3=O)c(C)c2)c1,1,-10,1.6,-8,-14,0.3,13,7,4
CCOC(=O)C1CCCN(Cc2c(F)cccc2Cl)C1 (stereo not drawn),-8,-4,-1.4,-12,-5,-1.2,-1,2,-15
Cc1ccccc1NS(=O)(=O)c1nnc(NC(=O)c2ccccc2F)s1,-1,-11,4.2,5,-7,2.9,9,5,9
O=C(/C=C/[C@H]1O[C@@H](n2cnc3c(NC(=O)c4ccccc4)ncnc32)[C@H](O)[C@@H]1O)NCc1ccccc1,-3,-3,.,.,.,.,4,55*,-1
C=Cc1ccc(Cn2c(C)c(C(=O)NCCC#N)sc2=O)cc1,-3,-13,.,.,.,.,9,2,-9
CCCCC(=O)N/N=C/c1cc([N+](=O)[O-])ccc1N1CCOCC1,-1,-13,-0.5,-8,-7,-0.2,17,-1,17
Cc1sc2nc(-c3cccnc3)[nH]c(=O)c2c1-c1ccccc1,-1,-4,0.8,-20,-14,13,9,2,-19
CCOC(=O)CCC(=O)Nc1ncnc2c1C(c1ccccc1)c1c(ccc3ccccc13)O2 (stereo not drawn),-9,2,-0.4,-34,-4,-0.8,-2,16,2
O=C(N/C(=C/c1ccccc1Cl)C(=O)N1CCCC1)c1ccccc1,-1,0,-1.7,-3,-9,-0.3,5,0,-23
COc1cc(C(=O)n2cnc3ccccc32)c([N+](=O)[O-])cc1OC,-4,-20,1.5,-10,-3,0.4,15,1,-11
C[C@H](CO)N1C[C@H](C)[C@H](CN(C)C(=O)Nc2ccc(F)cc2)OCc2cnnn2CCCC1=O,5,-21,.,.,.,.,13,2,-11
COc1cc(/C=C/C(=O)NC(=O)c2ccccc2O)ccc1O,-2,-5,-0.8,-15,6,0.7,8,2,-36
CCOC(=O)CNC(c1ccccc1)c1cc(Br)ccc1NC(=O)CCN1CCOCC1 (stereo not drawn),-5,-5,2.0,-13,-12,7.0,11,3,10
O=C(Nc1cc(C(F)(F)F)ccc1N1CCOCC1)C1CCCO1 (stereo not drawn),-4,-4,-1.4,-7,-7,0.1,6,-1,-16
O=C(Cn1nnc2ccccc2c1=O)NCc1ccco1,-3,-13,0.3,5,1,5.7,6,9,8
CSc1nc2cc(C)nn2c(-c2ccccc2Cl)c1C#N,-3,-9,-1.4,2,0,-0.8,8,0,-13
O=C(CCc1nc2ccccc2n1-c1ccccc1)NCCO,3,-8,-0.1,-14,-1,0.2,4,2,-13
Cc1ccc(OCC(=O)Nc2cccc(S(=O)(=O)NC3=NCCCCC3)c2)cc1C,1,-3,4.8,-10,-3,9.9,-4,3,0
COc1cccc(/C=N/NC(=O)C(c2ccncc2)N2CCOCC2)c1 (stereo not drawn),-3,-6,0.1,1,-11,0.5,3,7,-29
Cc1cc(-c2nnnn2-c2cc(Cl)cc(Cl)c2)no1,-3,-8,0.0,-12,3,-0.9,9,6,13
CN(Cc1ccccc1)c1nc2c(c(=O)n(C)c(=O)n2C)n1CCCc1ccccc1,-3,34*,-0.7,-9,-17,-1.3,-17,9,49*
O=C(NCCCO)NC(=S)c1cccc2ccccc12,-3,1,-1.1,2,-10,-0.1,1,0,13
C=CCC[C@H](Cc1ccc(F)cc1)C(=O)OC[C@@H](NC(=O)[C@@H](CC=C)CC(=O)N(CCO)Cc1ccccc1)C(C)(C)C,-5,-17,1.0,-9,-11,2.0,10,13,35
COCCn1c(-c2ccc(OC)cc2)cnc1SCC(=O)Nc1ccc(OC)cc1OC,-2,-4,-0.1,-23,-7,2.6,12,3,-6
CCC(=O)N1CCN(c2ccc(OC)cc2[N+](=O)[O-])CC1,-4,2,-0.1,-2,-4,-0.1,-2,9,-8
C[C@H](NC(=O)c1nc[nH]c1C(=O)NCc1ccc(CNC(=O)OC(C)(C)C)cc1)c1ccccc1,-3,30,1.3,-12,-7,3.1,-18,36,68*
O=C(c1cccnc1NCc1ccc(F)cc1)N1CCOCC1,-6,-35,0.5,-9,-5,0.4,6,5,1

# 4 entries already listed, arranged by formula weight, low to high:
SMILES,CHRM1 agonist,CHRM1 antagonist,OXTR ag,CHO parental Ca,OXTR potentiate,V1R ag counter,CHRM1 PAM,TAAR1 agonist,TAAR1 antag
Cc1cc(-c2nnnn2-c2cc(Cl)cc(Cl)c2)no1,-3,-8,0.0,-12,3,-0.9,9,6,13
Cc1ccc(OCC(=O)Nc2cccc(S(=O)(=O)NC3=NCCCCC3)c2)cc1C,1,-3,4.8,-10,-3,9.9,-4,3,0
CCOC(=O)CNC(c1ccccc1)c1cc(Br)ccc1NC(=O)CCN1CCOCC1 (stereo not drawn),-5,-5,2.0,-13,-12,7.0,11,3,10
C=CCC[C@H](Cc1ccc(F)cc1)C(=O)OC[C@@H](NC(=O)[C@@H](CC=C)CC(=O)N(CCO)Cc1ccccc1)C(C)(C)C,-5,-17,1.0,-9,-11,2.0,10,13,35

# Other records:
SMILES,CHRM1 agonist,CHRM1 antagonist,OXTR ag,CHO parental Ca,OXTR potentiate,V1R ag counter,CHRM1 PAM,TAAR1 agonist,TAAR1 antag
COc1ccc(C2C3=C(CCCC3=O)Nc3nc(C(F)(F)F)nn32)c(OC)c1OC (stereo not drawn),-4,-10,0.1,-23,6,0.6,8,1,6
O=[N+]([O-])c1ccc2c(c1N1CCCCC1)=NC1(CCCCC1)[N+]=2[O-],0,2,1.1,-8,1,-1.6,3,10,-4
COc1ccc(OCCSc2n[nH]c(N)n2)cc1,-2,-3,0.7,-17,3,0.9,0,12,-14
Cc1cc(C)n(C(=O)COc2ccccc2[N+](=O)[O-])n1,-2,-4,-0.6,-11,1,-1.1,9,3,-7
Clc1ccc(NC2=NCCC2)cc1Cl,-5,-6,0.1,3,2,-0.6,2,11,-18
Cc1ccc(NC(=S)Nc2cccc3cnccc23)cc1,-15,-6,-1.0,-7,-7,-1.1,7,2,-12
Cc1nn(CCCC(=O)O)c(C)c1[N+](=O)[O-],-2,4,0.3,-13,-14,-0.7,-2,8,-3
O=S1(=O)N=C(c2ccccc2)c2ccccc21,-2,14,-0.8,-16,-7,-0.3,-8,-1,-3
COc1ccc(C(CNC(=O)CSc2ccc(Br)cc2C)N2CCOCC2)cc1 (stereo not drawn),-2,3,0.3,-14,-11,1.1,7,4,-20
CCOC(=O)c1cnc(SC)nc1Oc1cccc(NS(=O)(=O)c2ccc(F)cc2)c1,-3,-9,0.4,-20,-10,0.3,8,-1,3
O=C(Nc1cccc(-c2nc3ccccc3s2)c1)C1=COCCO1,-3,1,1.4,-25,-5,-0.1,2,3,7
OC[C@@H]1CN(C2CCCC2)C[C@H](n2cnc3c(NC4CCC4)ncnc32)O1,-2,-6,.,.,.,.,16,0,0
Cc1ccc(-c2noc(C3CCCN(C(=O)C4CCCCC4)C3)n2)o1 (stereo not drawn),-6,0,-1.9,-14,-2,0.4,8,2,2
O=C(COc1ccccc1)Nc1nc(-c2cccnc2)cs1,-2,2,1.6,-23,-8,4.4,-3,15,9
O=C(Nc1nccs1)c1c(O)c2cccc3c2n(c1=O)CCC3,.,.,0.2,-6,-2,0.4,.,5,-4
CC(=O)Nc1ccc(S(=O)(=O)NCC(=O)OCC(=O)c2ccc[nH]2)cc1,-4,-11,0.7,-13,-1,-0.9,10,3,2
COc1cnc(-c2ccccn2)nc1Oc1ccc(Cl)c2ccccc12,-2,-3,0.2,-17,5,0.0,6,3,-1
O=C(CCc1ccccc1)NC(=S)Nc1ccccc1[N+](=O)[O-],-5,-3,-1.8,-8,-3,-0.9,0,0,13
CSc1nnc(-c2cccs2)n1C,-10,-4,-0.1,3,-7,0.6,6,4,1
COc1ccc(N2CC(C(=O)N/N=C/c3cccs3)CC2=O)cc1 (stereo not drawn),-7,-8,-1.8,1,-1,-0.7,10,3,11
CN(C)CCNC(=O)c1cccc2[nH]c(-c3ccncc3)nc12,-4,-13,.,.,.,.,3,0,-3
O=C(CCC(=O)OCC(F)(F)C(F)F)Nc1ccc(F)cc1F,-5,-4,1.2,-8,-4,0.3,4,1,-8
CCOC(=O)CCP(=O)(O)C(C)(O)c1ccccc1 (stereo not drawn),-2,-10,0.6,-2,-2,0.9,8,6,107*
O=C1Cc2ccccc2Sc2ccccc21,-3,-4,-2.8,-13,-1,-1.5,-1,8,-3
CCc1ccc(NC(=S)NCc2cccnc2)cc1,-5,-4,0.0,9,-8,-0.5,1,6,-9
CCOC(=O)N1CCC(NC(=O)c2cccc3c2C(=O)N(CCOC)C3)CC1,-4,9,0.0,-6,-3,-0.5,-10,1,-12
Cc1cc(C(=O)COc2cccnc2[N+](=O)[O-])c(C)n1-c1ccccc1F,-3,2,0.9,-9,-22,2.8,-6,-2,-3
CCc1ccc(OCCOCC(O)CNC(C)(C)C)cc1 (stereo not drawn),-13,7,0.9,-8,3,-0.3,2,3,12
Cc1cc(C)cc(NC(=S)NCc2cccnc2)c1,-5,-4,0.1,-10,-8,2.5,2,3,4
CCOc1ccc(NS(=O)(=O)c2cc(C(=O)N3CCC3)ccc2Cl)cc1,-2,-1,-0.1,-2,1,-0.5,3,2,-10
Cc1cccc(Nc2nnc(SCC(=O)NC(=O)Nc3ccc4c(c3)OCCO4)s2)c1,-4,-6,-0.8,-6,-7,-0.1,12,4,-6
O=C(COC(=O)/C=C/c1ccc(Cl)cc1Cl)NCc1ccco1,-4,-10,-0.9,-5,-6,1.5,6,0,-13
CC1CCc2nc(NC(=O)CSc3nc4ccccc4o3)sc2C1 (stereo not drawn),-2,17,1.4,4,-11,5.1,-4,3,28
O=C1CN(C(=O)c2ccccc2F)C(c2ccc(F)cc2)c2cc(F)ccc2N1 (stereo not drawn),-6,-5,0.3,-18,-4,3.3,1,11,1
CCCC(C(=O)NNC(=O)c1ccncc1)c1ccccc1 (stereo not drawn),0,2,0.9,-7,3,0.8,9,0,-6
COc1nnc(-c2ccc(C)cc2)c2ccccc12,-3,-22,.,.,.,.,23,-2,-13
